HIV peptide binding – inhibitors of HIV fusion peptide binding, primary screen, biochemical, uHTS, fluorescence dequenching (AID 1986); one-dose inhibition, % at 20 µM; IC50 in µM for titrated hits; 0.3% of 290,000 active; cell-free peptide binding, fluorescence dequenching, 30 min; higher % means a stronger effect; in the data active means inhibition mostly above about 52%, no sharp cut-off; inactive means mostly below about 76%; further: some results filed as inactive read as strong as hits
LYP phosphatase – inhibitors of LYP phosphatase, biochemical, fluorescence intensity, uHTS (AID 1779) | 0.054% of 290,000 active | Tyrosine-protein phosphatase non-receptor type 22 (Homo sapiens) | recombinant LYP phosphatase, fluorescence intensity; higher % means a stronger effect | inhibition, % at 11.5 µM; hits with a dose series show IC50 in µM;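 further: plate controls were vehicle with enzyme for no effect and no enzyme for full effect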
Myeloid diff MLP – induction of myeloid progenitor differentiation, primary screen, cell-based, flow cytometry, MLPCN library | ER-HoxA9 myeloid progenitors, lysozyme-GFP differentiation | calls only at 10 µM | 1% of 360,000 active | AID 624256, 2012;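 active means normalized GFP-positive differentiation at or above the plate's own cutoff, the solvent-only control mean plus 3 SD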;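 further: cells exposed to compound for four days before flow analysis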
Siah-1 displacement – Siah-1 peptide-binding antagonists, primary screen, biochemical, fluorescence polarization, rhodamine-plectin, uHTS (AID 1817); E3 ubiquitin-protein ligase SIAH1 (Homo sapiens); Siah-1 / rhodamine-plectin peptide fluorescence polarization; higher % means a stronger effect; displacement, % at 20 µM, or IC50 in µM where a hit was titrated; 0.02% of 290,000 active;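 active means displacement of at least 50% at 20 µM, with a fluorescence ratio check between 0.3 and a set limit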;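 further: plate controls were Siah plus tracer with DMSO for no effect and tracer alone without Siah for full effect; strong numbers were not always called active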
NOD1 inhibition – NOD1 signaling inhibitors, primary screen, cell-based, luminescence, uHTS (AID 1578); one-dose inhibition, % at 4 µM; EC50 in µM for titrated hits; NOD1-driven NF-kB luciferase reporter cells, luminescence; higher % means a stronger effect; 1% of 290,000 active; in the data active means inhibition mostly above about 36%, no sharp cut-off; inactive means mostly below about 34%;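 further: HEK-293T reporter cells stimulated with the NOD1 agonist gamma-tri-DAP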
NOD2 inhibition – NOD2 signaling inhibitors, cell-based, luminescence, uHTS, HEK293 (AID 1566). HEK293 NOD2/NF-kB luciferase reporter, luminescence; higher % means a stronger effect. one-dose inhibition, % at 4 µM; EC50 in µM for titrated hits. 0.63% of 290,000 active; further: many of its hits are not listed in these tables
Salmonella PhoP GFP – inhibitors of PhoP regulon expression, primary screen, Salmonella Typhimurium, GFP reporter (AID 1863). S. Typhimurium PhoP-regulated promoter GFP reporter, 4 h; higher % means a stronger effect. one-dose inhibition, % at 50 µM; IC50 in µM for titrated hits. 0.16% of 300,000 active;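 active means inhibition over 29.93%, a cutoff 3 SD above the screen mean, later confirmed by dose response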;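 further: 0% = low Mg2+ inducing control and 100% = high Mg2+ repressing control; strong numbers were not always called active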
KOR beta-arrestin-1 – KOR antagonists, beta-arrestin recruitment, cell-based, luminescence, uHTS (AID 1778); Kappa-type opioid receptor (Homo sapiens); KOR beta-arrestin recruitment, luminescence, antagonist mode; higher % means a stronger effect; inhibition, % at 10 µM; hits with a dose series show IC50 in µM; 0.091% of 290,000 active; further: strong numbers were not always called active
KOR beta-arrestin-2 – KOR agonists, beta-arrestin recruitment, primary screen, cell-based, luminescence, uHTS (AID 1777); KOR beta-arrestin recruitment, luminescence; higher % means a stronger effect; one-dose activation, % at 10 µM; EC50 in µM for titrated hits; Kappa-type opioid receptor (Homo sapiens); 0.02% of 280,000 active; in the data active means activation above about 50%, passing the limit was not always enough; further: a part of the inactive calls stands beside numbers as strong as those of hits
Myeloid diff MLP GFP+ MAC1+ % – further read-out of Myeloid diff MLP, marked with its call; GFP+ MAC1+ double positive, %; measured here: differentiation confirmed by MAC1 staining
An asterisk follows results filed as active; i = inactive; nt = not tested or not shown; + = active, no number; [ ] = another dose, or the depositor's remark. Unless noted, no stated cut-off is given here; in the data, active means inhibition above about 50%; inactive means the rest. Some of the compounds tested. The share of hits here may be higher or lower than overall.

SMILES	HIV peptide binding	LYP phosphatase	Myeloid diff MLP	Myeloid diff MLP GFP+ MAC1+ %	Siah-1 displacement	NOD1 inhibition	NOD2 inhibition	Salmonella PhoP GFP	KOR beta-arrestin-1	KOR beta-arrestin-2
CC1(C)Cc2c(sc3c2C(=O)NC(c2cccnc2)N3)CO1 (centres undefined)	3.9%	3.2%	i	1.0	-0.5%	-27.9%	-5.4%	13.8%	-0.6%	1.1%
CCOCCCNC(=O)CN1C2CCC1CC(O)(c1ccc(OC)cc1)C2 (centres undefined)	-2.5%	-12.6%	i	6.6	-0.2%	-21.2%	-9.3%	1.9%	-21.9%	1.2%
COc1cccc(CNC(=O)CCC(=O)N2C[C@H]3C[C@H](C2)c2cccc(=O)n2C3)c1OC	1.4%	0.4%	i	1.5	-4.0%	-32.2%	3.4%	9.1%	26.1%[20 µM]	-3.8%
Cc1ccc(CN2CCN(CC(=O)N3CCC4(CC3)OCCO4)C2=O)cc1	-0.7%	0.7%	i	0.3	-0.3%	-16.1%	-1.6%	16.9%	10.9%	-2.1%
Cc1cc(C=C2C(=O)N(C)C(=S)N(C)C2=O)c(C)n1-c1cccnc1	8.5%	-8.5%	i	0.7	2.0%	-23.3%	-8.7%	1.8%	20.6%	-6.4%
CN1CCC(c2c[nH]c3ccccc23)C1 (centres undefined)	-1.0%	-3.8%	i	0.6	-2.0%	34.9%*	3.2%	2.6%	11.8%	1.8%
O=C(CNC(=O)OCc1ccccc1)NCC(=O)Nc1ccc(Br)cc1C(=O)c1ccccc1	0.2%	-3.6%	i	0.5	-2.4%	22.0%	-4.9%	-1.7%	-26.0%	2.1%
COc1cc(CN2C(=O)NC(=O)C3(Cc4cc(C)ccc4N(C)C3)C2=O)cc(OC)c1 (centres undefined)	0.0%	2.6%	i	1.1	5.7%	-15.1%	13.7%	-4.2%	24.3%	-7.5%
CCC1(OC(=O)CN)C(=O)OCc2c1cc1n(c2=O)Cc2cc3ccccc3nc2-1 (centres undefined)	-1.2%	-53.3%	nt	nt	-3.5%	71.2%*	22.1%	1.3%	13.3%	2.6%
C=CCn1c(O)c(C(C)=NCCCN2CCOCC2)c(=O)[nH]c1=O	0.1%	-2.6%	i	5.8	0.8%	-23.1%	-14.4%	-11.7%	-28.8%	2.5%
CCCCCCCSc1cc(OC)c(CCN(C)C)cc1OC	-4.2%	-11.3%	i	0.3	-5.9%	10.2%	18.1%	67.5µM*	-2.5%	-2.9%
CSC1=NP(=S)(SC)N2CCCC2=C1C#N (centres undefined)	-2.3%	-3.6%	i	1.7	1.8%	12.0%	18.8%	-6.8%	22.8%	-3.4%
COc1ccc(CN2C(=O)NC(=O)/C(=C\c3cccc(OC)c3OC)C2=O)cc1	11.1%	-8.6%	i	0.3	22.5%	-0.1%	11.6%	3.8%	-20.8%	-6.4%
CN(C)c1ccc(C(=O)N/N=C/C23CC[C@@H](O)CC2(O)CC[C@@H]2[C@@H]3CCC3(C)C(C4=CC(=O)OC4)CCC23O)cc1 (some centres undefined)	-1.6%	-4.2%	i	0.5	5.3%	45.0%*	48.7%	4.9%	8.1%	19.4%
Fc1ccccc1CCNCc1cccc2ccccc12	-1.5%	-9.9%	i	0.6	-12.7%	10.0%	9.8%	21.3%	nt	-2.8%
CN(C)C(=O)Oc1c(Cl)cc(Cl)c2ccccc12	-1.6%	-7.5%	i	0.9	4.2%	12.0%	-2.9%	-2.3%	-36.3%	-2.4%
Cc1onc(-c2ccccc2)c1C(=O)Nc1ncc([N+](=O)[O-])s1	4.5%	-7.7%	i	0.9	3.3%	2.25µM*	2.62µM*	2.6%	-19.7%	0.1%
CCN1CCC(N(C)C2CCCCC2)CC1	0.9%	-13.6%	nt	nt	-5.0%	9.5%	-2.6%	3.2%	-23.1%[20 µM]	-2.6%
c1ccc(NC2=NCCS2)cc1	-0.9%	-3.2%	i	1.0	-4.2%	3.5%	-25.2%	-6.0%	22.8%	3.2%
CCn1cc(CN2CCCC(C(=O)c3sccc3C)C2)cn1 (centres undefined)	1.3%	-6.8%	i	0.3	4.8%	-14.0%	12.7%	7.6%	-15.9%	-6.1%
c1cc(CCN2CCCC2)ccn1	1.8%	-8.6%	i	0.9	-1.8%	0.2%	-34.1%	-7.6%	-27.1%	0.9%
N#CC(C#N)=Cc1ccc(-c2ccccc2)o1	47.3%	-0.9%	nt	nt	-5.9%	48.6%	9.6%	-9.4%	-27.4%	12.1%
O=C(Cc1ccccc1)N1CCN(CC2CC3C=CC2C3)CC1 (centres undefined)	0.9%	-8.5%	i	0.9	3.9%	-20.6%	1.8%	2.7%	15.6%	-0.7%
Oc1ccc(/C=N/NP(=S)(c2ccccc2)c2ccccc2)cc1	-0.7%	-0.1%	i	0.7	-2.8%	9.5%	-22.7%	-2.2%	-30.4%	1.4%
O=C(c1cccnc1)C1CCCN(Cc2nc(-c3cnccn3)no2)C1 (centres undefined)	-0.9%	-8.5%	i	0.1	-5.7%	-0.5%	9.3%	3.6%	28.6%	-1.1%
CCOP(=O)(OCC)Oc1cc(C)c(N(C)C)c(C)c1	-1.6%	-6.0%	i	0.2	-0.1%	-8.3%	28.9%	-4.2%	16.8%	1.5%
Cc1cc(/C=C2/C(=O)NC(=O)N(C)C2=O)c(C)n1-c1ccccc1	11.0%	-6.1%	i	0.8	10.0%	-49.3%	-23.3%	-2.6%	-51.3%[20 µM]	-2.4%
FC(F)(F)c1ccc(CNCCc2ccc3c(c2)OCO3)cc1	2.7%	-11.7%	i	0.7	8.6%	-2.2%	-47.8%	13.4%	-13.8%	-3.9%
CCOc1cc2c(cc1OCC)-n1cccc1C(c1cccc(F)c1)NC2 (centres undefined)	1.0%	1.3%	i	0.4	4.0%	-3.7%	12.1%	-6.3%	5.4%	-3.7%
CN(C)c1ccc(C=C2C(=O)NC(=O)NC2=O)cc1[N+](=O)[O-]	-2.5%	-3.1%	i	0.1	-1.0%	-15.1%	0.4%	3.7%	17.9%	-3.3%

Individual results from the list:
Value of `Cc1cc(/C=C2/C(=O)NC(=O)N(C)C2=O)c(C)n1-c1ccccc1` in LYP phosphatase: -6.1%
Value of `O=C(Cc1ccccc1)N1CCN(CC2CC3C=CC2C3)CC1` (centres undefined) in KOR beta-arrestin-2: -0.7%

(further entries)
SMILES	HIV peptide binding	LYP phosphatase	Myeloid diff MLP	Myeloid diff MLP GFP+ MAC1+ %	Siah-1 displacement	NOD1 inhibition	NOD2 inhibition	Salmonella PhoP GFP	KOR beta-arrestin-1	KOR beta-arrestin-2
CC(C)C(=O)Nc1ccc(S(=O)(=O)N2CC3CC(C2)c2cccc(=O)n2C3)cc1 (centres undefined)	0.8%	-0.8%	i	0.5	8.0%	-36.4%	8.7%	7.3%	-2.3%	-2.1%
Cc1ccc(C2CN(C)CC2C(=O)c2ccc(F)cc2)cc1 (centres undefined)	-1.0%	-2.2%	i	0.8	-0.5%	2.3%	2.9%	-2.2%	33.5%	1.6%
Nc1ccccc1C(=O)OCc1ccc([N+](=O)[O-])cc1	-0.7%	1.1%	i	0.9	-2.9%	-36.0%	-39.7%	7.6%	-17.8%[20 µM]	-1.2%
O=C1NC(=S)N(c2ccccc2)C(=O)/C1=C/c1ccco1	29.6%	-7.3%	i	0.4	1.3%	17.7%	-4.7%	12.7%	-16.6%[20 µM]	5.4%
Nc1ccc([As](=O)(O)O)cc1	2.4%	-3.0%	i	2.3	-1.4%	-34.1%	10.5%	-2.0%	-38.8%	-1.2%
CCCOC(=O)COc1cc(C)cc2oc(=O)c3c(c12)CCC3	1.1%	-4.8%	i	12.5	4.9%	-79.2%	-12.7%	0.2%	-47.6%	11.3%
CCc1ccccc1NC(=O)CNC1CCCCC1	1.2%	-5.5%	i	0.1	-1.5%	-25.4%	6.2%	2.9%	25.0%[20 µM]	-4.9%
CC/C(=N\NC(N)=O)c1c(O)[nH]c(=O)[nH]c1=O	-1.3%	-3.5%	i	0.4	6.4%	2.4%	29.8%	nt	6.1%	3.1%
O=C1NC(=O)N(Cc2ccc(F)cc2)C(=O)/C1=C\c1ccc(N2CCCC2)cc1	40.3%	10.6%	+	1.4*	13.5%	-10.5%	-9.6%	-5.2%	-5.0%	2.7%
Cc1ccc2c(c1)CC1(CN2C)C(=O)NC(=O)N(c2ccc(C)c(C)c2)C1=O (centres undefined)	3.4%	-4.4%	i	0.8	3.5%	3.2%	5.5%	13.8%	10.2%	-8.9%

Complete entries from above:
Shown for CC(C)C(=O)Nc1ccc(S(=O)(=O)N2CC3CC(C2)c2cccc(=O)n2C3)cc1 (centres undefined) : HIV peptide binding: 0.8%; LYP phosphatase: -0.8%; Myeloid diff MLP: i; Myeloid diff MLP GFP+ MAC1+ %: 0.5; Siah-1 displacement: 8.0%; NOD1 inhibition: -36.4%; NOD2 inhibition: 8.7%; Salmonella PhoP GFP: 7.3%; KOR beta-arrestin-1: -2.3%; KOR beta-arrestin-2: -2.1%
Shown for CC/C(=N\NC(N)=O)c1c(O)[nH]c(=O)[nH]c1=O : HIV peptide binding: -1.3%; LYP phosphatase: -3.5%; Myeloid diff MLP: i; Myeloid diff MLP GFP+ MAC1+ %: 0.4; Siah-1 displacement: 6.4%; NOD1 inhibition: 2.4%; NOD2 inhibition: 29.8%; Salmonella PhoP GFP: nt; KOR beta-arrestin-1: 6.1%; KOR beta-arrestin-2: 3.1%

Going on with the list:
SMILES	HIV peptide binding	LYP phosphatase	Myeloid diff MLP	Myeloid diff MLP GFP+ MAC1+ %	Siah-1 displacement	NOD1 inhibition	NOD2 inhibition	Salmonella PhoP GFP	KOR beta-arrestin-1	KOR beta-arrestin-2
c1cncc(CNC2=NCCC2)c1	0.3%	-1.5%	i	1.4	5.7%	-23.9%	5.2%	-4.1%	-2.8%	-2.8%
O=C(COc1ccccc1)NCCc1cnc[nH]1	-1.0%	-9.8%	i	0.4	4.4%	3.5%	15.7%	10.7%	10.1%	-7.2%
O=C(CNC(=O)OCc1ccccc1)Nc1ccc(Br)cc1C(=O)c1ccccc1Cl	-1.3%	0.6%	i	0.4	-8.4%	32.2%	-57.9%	-1.9%	-45.9%	3.7%
CN(C)c1ccc(P(=S)(N(C)C)N(C)C)cc1	2.9%	-1.2%	i	7.0	-4.8%	2.8%	8.0%	-2.9%	-44.0%	-1.3%
CN1CCN(c2ccc(/C=C3\C(=O)NC(=S)N(c4cccc(Br)c4)C3=O)o2)CC1	53.7%*	0.2%	i	0.5	4.2%	13.4%	8.8%	1.1%	-10.7%	-3.8%
CC(C(=O)c1c[nH]c2ccccc12)N1CCc2ccccc2C1 (centres undefined)	2.4%	-8.8%	i	1.2	-0.9%	-0.3%	2.0%	-12.1%	-3.1%	11.4%
Cn1cc(C(=O)N2CCOCC2)c2ccccc21	-1.3%	-4.3%	i	1.2	-4.2%	-7.4%	-6.4%	-7.2%	7.0%	-3.0%
CN1CCC2(CC1)NC(=O)c1ccccc1N2	0.2%	-9.4%	nt	nt	0.8%	-1.5%	4.0%	nt	nt	nt
COC(=O)C(NC(=S)N1CC2C[C@@H](C1)Cn1c2cccc1=O)C(C)C (some centres undefined)	0.1%	-1.1%	i	0.3	2.7%	1.6%	-7.6%	nt	-5.1%	2.6%

Screens as filed in PubChem.
